From PubChem
M5 ag: CHRM5 agonism in calcium assay; P08912; CHO-K1 hM5 cells, Fluo-8 calcium fluorescence; 0% DMSO wells, 100% maximal acetylcholine response; activation, % at 3 µM; 360,000 tested, 0.19% active; AID 624037;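 active means activation above the run's mean over test compounds plus 3 SD, cut at about 23% in these data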;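 further: signal is peak over basal fluorescence ratio across the kinetic read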
Target sequence (P08912 whole entry, looked up): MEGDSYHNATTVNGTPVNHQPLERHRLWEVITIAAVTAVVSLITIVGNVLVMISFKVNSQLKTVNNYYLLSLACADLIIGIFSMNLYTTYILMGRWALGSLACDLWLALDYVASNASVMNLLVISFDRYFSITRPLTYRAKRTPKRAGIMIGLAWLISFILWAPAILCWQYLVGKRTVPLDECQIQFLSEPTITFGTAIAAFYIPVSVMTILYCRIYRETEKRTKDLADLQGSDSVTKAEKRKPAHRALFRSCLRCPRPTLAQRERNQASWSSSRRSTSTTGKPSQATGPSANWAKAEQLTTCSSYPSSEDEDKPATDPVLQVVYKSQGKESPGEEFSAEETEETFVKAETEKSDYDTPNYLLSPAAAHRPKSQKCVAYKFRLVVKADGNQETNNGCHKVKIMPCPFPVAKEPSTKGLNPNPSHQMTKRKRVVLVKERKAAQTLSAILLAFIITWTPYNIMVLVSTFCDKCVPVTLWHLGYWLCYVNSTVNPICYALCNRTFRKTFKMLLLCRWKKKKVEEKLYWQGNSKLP
M5 antag: antagonists of human muscarinic M5 receptor (CHRM5) | P08912 | CHO-hM5 cells, Fluo-8 calcium fluorescence, ACh EC80 | inhibition, % at 3 µM | 360,000 tested, 0.59% active | AID 624040;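 active means inhibition above a per-plate cutoff, the mean of that plate's test compounds plus 3 SD, cut at about 27% in these data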;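 further: 0% = acetylcholine EC80 with DMSO and 100% = DMSO without agonist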
CHRM4 antagonist: blocks acetylcholine activation of human M4 receptor; AID 624125; P08173; inhibition, % at 3 µM; 360,000 tested, 0.73% active; CHO-hM4 cells, ACh EC80, Fluo-8 calcium fluorescence;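 active means inhibition above its plate's cutoff, the mean inhibition of sample wells plus 3 SD, cut at about 27% in these data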;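 further: 0% = acetylcholine EC80 with DMSO and 100% = DMSO without agonist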
CRFBP-R2 block: antagonists of CRF-binding protein/CRF-R2 receptor complex; HEK293 CRF-R2/CRF-BP, CRF-induced calcium fluorescence; inhibition, % at 11.8 µM; 350,000 tested, 0.59% active; AID 588475;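 active means inhibition of the ligand-induced calcium signal above about 50% at the single tested concentration, limit read from the data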
CHRM1 PAM: positive allosteric modulators of human M1 muscarinic receptor. CHO-K1 hM1, Fluo-8 calcium fluorescence, ACh EC20; 0% = ACh EC20, 100% = maximal ACh. activation, % at 3 µM. P11229. 360,000 tested, 0.088% active; in the data active means activation above about 19%, passing the limit was not always enough
Target sequence (P11229 whole entry, looked up): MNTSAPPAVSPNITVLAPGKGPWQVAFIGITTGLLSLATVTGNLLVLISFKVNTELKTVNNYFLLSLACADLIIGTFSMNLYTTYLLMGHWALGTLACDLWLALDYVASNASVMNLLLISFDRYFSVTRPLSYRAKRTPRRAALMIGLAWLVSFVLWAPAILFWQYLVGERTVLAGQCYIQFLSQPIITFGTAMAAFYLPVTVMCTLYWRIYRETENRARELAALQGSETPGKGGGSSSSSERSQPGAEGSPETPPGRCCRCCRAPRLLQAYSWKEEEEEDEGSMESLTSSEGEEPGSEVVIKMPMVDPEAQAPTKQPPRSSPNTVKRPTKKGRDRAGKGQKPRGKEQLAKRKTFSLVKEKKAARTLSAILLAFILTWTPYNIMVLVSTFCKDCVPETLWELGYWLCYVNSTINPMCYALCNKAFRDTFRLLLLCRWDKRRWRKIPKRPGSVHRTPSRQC
M4 ag: CHRM4 agonism in calcium assay | 360,000 tested, 0.14% active | activation, % at 3 µM | CHO-K1 hM4/Gqi5, Fluo-8 calcium fluorescence; vehicle 0%, full acetylcholine response 100% | P08173;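 active means activation above the run mean over all test wells plus 3 SD, cut at about 32% in these data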;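 further: peak over basal fluorescence ratio per well then scaled between controls; 0% = DMSO wells and 100% = acetylcholine at EC100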
CHRM5 PAM: CHRM5 positive allosteric modulation. P08912. CHO-K1 hM5, Fluo-8 calcium, ACh EC20 PAM; 0% = ACh EC20, 100% = ACh EC100. activation, % at 3 µM. 360,000 tested, 0.3% active. AID 624038;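 active means activation above the run cutoff, the mean activation of all test compounds plus 3 SD, cut at about 18% in these data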
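system = human M5 receptor in CHO-K1 cells | compound = one concentration, 3 µM final (nominal) | schedule = Post-acetylcholine fluorescence recording 140 s | signal = Fluo-8 calcium dye fluorescence, kinetic read | benchmarks = low control EC20 acetylcholine (0%), high control EC100 acetylcholine (100%) | repeats = singlicate, one well per test compound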
CHRM4 PAM: CHRM4 positive allosteric modulation. CHO-K1 hM4/Gqi5, Fluo-8 calcium fluorescence, ACh EC20; 0% = ACh EC20, 100% = maximal ACh. activation, % at 3 µM. P08173. 360,000 tested, 0.4% active;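 active means activation above its plate's cutoff, the mean activation of sample wells plus 3 SD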; further: some results filed as inactive read as strong as hits
CRFR2-BP ag: CRF-BP/CRF-R2 complex agonism | HEK293 CRF-R2/CRF-BP, calcium dye fluorescence (FLIPR); percent of saturating CRF peptide response | 350,000 tested, 0.46% active | activation, % at 13.2 µM;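 active means activation of at least 50%, plus an integration ratio under a set limit after plate pattern correction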;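 further: plate controls were neutral control wells without compound for no effect and CRF at EC100 for full effect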
An asterisk follows results filed as active; / = no result given.

SMILES	M5 ag	M5 antag	CHRM4 antagonist	CRFBP-R2 block	CHRM1 PAM	M4 ag	CHRM5 PAM	CHRM4 PAM	CRFR2-BP ag
Cc1ccc(C)c(OCC(=O)N/N=C/c2ccsc2)c1	-1	-5	-1	4	4	0	-1	0	0.7
CN(c1ccccc1)S(=O)(=O)c1ccc(C(=O)N2CCN(c3ccccc3)CC2)cc1	-1	2	3	-6	-1	1	0	-1	-2.1
COc1cccc(C(O)c2nc(-c3cncnc3)cs2)c1 (stereo not drawn)	0	4	2	/	3	1	-5	-2	/
COc1ccc2occ(C(=O)c3cccs3)c2c1	-4	-3	-8	13	9	-2	-1	0	2.2
Cn1c(C(=O)NN)cc2cc(Oc3ccccc3)ccc21	-3	11	4	-3	8	0	5	-2	-0.6
NC(=O)[C@@H]1CC2(CC(c3cccc(NC(=O)CC(c4ccccc4)c4ccccc4)c3)=NO2)CN1C(=O)c1ccc(Cl)cc1 (stereo partly drawn)	-5	5	9	1	-7	1	5	-4	1.3
CCn1nc(NC(=O)c2ccncc2)c2cc3ccccc3nc21	-7	-6	1	4	-4	3	2	2	0.4
C[C@H]1CN([C@@H](C)CO)C(=O)CCCn2nncc2CO[C@H]1CN(C)S(=O)(=O)c1ccc(Oc2ccccc2)nc1	-2	4	-3	-11	1	0	0	0	0.3
COc1cc(OC)cc(C(=O)N2CCCc3ccccc32)c1	-3	-8	1	7	4	0	4	2	0.5
CCCCc1cc(=O)oc2c(CN(C)C)c(O)ccc12	-6	4	-2	-26	10	1	-4	9	0.9
COC(=O)c1ccc(OCC(=O)c2ccc(O)cc2O)cc1	1	0	-7	0	3	2	-1	9	2.8
NC(=S)NN=C1c2cc(S(=O)(=O)N3CCOCC3)ccc2-c2ccc(S(=O)(=O)N3CCOCC3)cc21	0	0	-8	-8	4	0	-7	-1	0.4
O=C1c2ccccc2NC(c2ccc(O)cc2)N1/N=C/c1ccc(O)cc1 (stereo not drawn)	-2	4	17	5	0	1	-3	-4	0.9
O=C(CCSc1ccccc1)Nc1ccc(S(=O)(=O)N2CCOCC2)cc1	2	6	1	-45	-7	6	-14	-11	21
CCCn1c(SCc2cc(=O)[nH]c3ccccc23)nc2c1c(=O)n(C)c(=O)n2C	-1	8	0	11	12	1	-3	4	1.3
COc1ccc(Sc2cnn(-c3ccccc3)c(=O)c2Cl)cc1	-4	2	4	14	2	-2	-11	-9	1.0
Cn1cc(CN2CCCC(C(=O)c3ccc(-c4ccccc4)c(F)c3)C2)cn1 (stereo not drawn)	-7	2	9	-18	-29	13	-7	-16	0.0
COc1cc(CNC2CCCC2)cc(OC)c1OC	1	1	-4	4	21	1	3	2	-1.6
Cc1ccc(C2=[N+]([O-])C3(CCCCC/C3=N\O)N(O)C2(C)C)o1 (stereo not drawn)	-1	7	3	9	0	0	1	2	-1.1
CN(C)CCC(C(=O)c1ccccc1)c1ccncc1 (stereo not drawn)	-4	10	11	12	-12	1	-10	-3	0.1
CCOc1ccccc1NC(=O)c1ccc2c(c1)C(=O)N(CC(C)C)C2=O	4	11	-2	-6	8	-1	1	8	5.0
COC(=O)C(N)Cc1ccc(O)cc1 (stereo not drawn)	-1	-1	-2	-9	8	0	1	6	7.3
Cc1ccccc1-c1nc(CS(=O)(=O)CC(=O)N2CCCCC2)c(C)o1	-3	-5	-10	-5	4	1	-4	0	-1.9
O=C(CCNC(=O)c1ccccc1Cl)NCc1cccnc1	-2	6	-2	-9	2	0	2	0	0.5
O=C(Nc1ccc(F)cc1)NC1CCCc2ccccc21 (stereo not drawn)	-2	10	15	-1	-4	3	-2	-7	0.0
COc1cc(CC2C(=O)Nc3ccccc32)cc(C)c1O (stereo not drawn)	-3	6	2	-8	7	2	5	0	2.9
COc1ccc(-c2noc(CCC(=O)NCCCN3CCN(c4ccc(F)cc4)CC3)n2)cc1	3	12	1	-8	-11	11	-8	-9	4.2
Cc1ccc(Nc2c3c(nc4ncnn24)CC(C)CC3)cc1 (stereo not drawn)	-16	-2	-3	-1	6	-2	14	7	-2.6
CCCCOc1ccccc1P(=O)(O)CP(=O)(c1ccccc1)c1ccccc1	1	3	-4	15	8	1	-4	8	-1.4
COc1cccc(NC(C)C(=O)N2CC(C)OC(C)C2)c1 (stereo not drawn)	4	4	5	31	1	0	1	-2	0.3
O=C(CN(C(=O)c1csnn1)c1cccc(Cl)c1)NC1CCCCC1	-2	10	7	3	-2	0	-5	-3	0.4
CCOc1cccc2sc(N(CCCN(C)C)C(=O)c3ccc(S(=O)(=O)N(C)CC4CCCO4)cc3)nc12 (stereo not drawn)	-6	9	-5	7	-3	7	-9	2	-1.6
Cc1ccc(-n2ncc3c(NCc4ccc5c(c4)OCO5)ncnc32)c(C)c1	0	-5	-5	-10	0	1	0	2	0.1
O=C(c1ccccc1)C1Oc2ccccc2C2CC(c3cccs3)=NN12 (stereo not drawn)	3	-8	12	4	3	-1	4	-5	2.9
CCCCOCCCNC(=O)c1ccc2c(c1)OCO2	1	1	0	-11	10	0	-4	4	-0.5
O=C1C(Nc2ccccc2)=C(N2CCCCC2)C(=O)c2ccccc21	-3	2	-4	-3	10	5	4	6	-0.2
COc1cc(NC(=O)C/C(C)=N/NC(=O)C(=O)NCCO)c(OC)cc1Cl	-7	22	3	-6	8	-1	-6	-2	-0.8
Cc1cccc(NS(=O)(=O)c2ccc(C)c(C(=O)N3CCN(C(=O)c4ccco4)CC3)c2)c1	5	17	6	-2	-3	2	-14	2	0.5
CCOC(=O)CC(NC(=O)c1cc2cccc(OC)c2oc1=O)c1ccc(OC)cc1 (stereo not drawn)	-2	0	8	-12	-12	1	4	-4	0.9
O=C(Cn1cnc(Cl)c1Cl)c1ccccc1	-2	-1	0	-5	-4	1	1	-2	-1.1
O=c1ccc(-c2ccc(S(=O)(=O)NCC3CCN(Cc4cccc(F)c4)CC3)s2)n[nH]1	-7	-7	-8	-8	-21	1	2	-6	3.2
CCOc1ccccc1OCC(=O)NN=C1CCCC(=O)C1	0	2	-5	-11	1	5	6	1	3.6
CCCCCn1cnnc1SCC(=O)c1ccc2c(c1)OCO2	-1	-11	1	0	6	1	7	4	-1.4
O=C(CCc1nnc2ccc(NCc3ccco3)nn12)Nc1ccc(F)cc1F	-2	-3	5	5	2	1	2	3	0.0
C=C(C)C(=O)Nc1cccc(C2=NOC3(C2)C[C@H](C(N)=O)N(C(=O)CC)C3)c1 (stereo partly drawn)	2	8	8	4	3	0	-6	3	-0.5
COc1ccccc1CC(=O)NCCN1CCCCC1	-18	6	1	-1	1	0	-2	-7	-1.4
COc1ccc(C(=O)NCCSCc2ccc(Cl)cc2)cc1OC	1	-4	-3	18	1	5	-3	0	0.3
Cc1ccc(NC(=O)NC2C(NC(=O)Nc3ccc(C)cc3)N(C)C(=O)N2C)cc1 (stereo not drawn)	2	-1	11	4	-3	0	-1	-3	0.5
CCOc1cc(/C=N/NC(=O)CSc2nncn2C)ccc1OCc1cccc(C)c1	-1	7	1	-50	2	0	-6	-1	-2.9
COc1cc(OC)c(OC)cc1CN1CCCC(C(=O)c2ccc3c(c2)OCO3)C1 (stereo not drawn)	-4	6	7	-5	-13	0	-6	-9	-1.6
CC(=O)c1cc2c(cc1NC(=O)CSc1ccc(S(=O)(=O)N(C)C)cn1)OCO2	0	-2	-7	7	-4	3	-5	9	-0.8
COc1ccc(-c2nnc(SCC(=O)N(C)C3CCS(=O)(=O)C3)n2C(C)C)cc1 (stereo not drawn)	3	-6	6	-4	7	3	9	9	-0.8
CC(C)Cn1c(N)c(C=O)c(=O)n(C)c1=O	6	2	0	6	8	0	18*	-2	0.4
NC(=S)N/N=C1\CCOc2ccc(F)cc21	2	-2	-15	-1	5	2	2	7	3.9
C[C@H](NC(=O)c1nc[nH]c1C(=O)N1CCN(C(=O)OC(C)(C)C)CC1)c1ccccc1	3	9	-12	-2	3	2	-2	1	-3.0
Cc1cc2cc(C)c3nnc(SCC(=O)NCc4ccc5c(c4)OCO5)n3c2cc1C	-2	0	4	-24	3	0	-1	10	0.2
COc1cccc(NS(=O)(=O)c2ccc3c(c2)n(C)c(=O)c(=O)n3C)c1	-1	-12	19	2	0	0	2	2	-0.1
Cc1oc2cc3oc(=O)c(CCC(=O)N(C)CC(=O)O)c(C)c3cc2c1C	-3	-11	-13	8	17	0	16	6	-1.5
O=C(CN1C(=O)NC2(CCCCC2)C1=O)Nc1nc2c(F)cc(F)cc2s1	5	2	3	-28	-6	9	3	1	0.5
Cc1nn(CC(=O)c2ccccc2)c(=O)c2nn(-c3ccccc3F)c(C)c12	1	2	-15	1	5	0	-1	-2	-4.3

(listing goes on)
SMILES	M5 ag	M5 antag	CHRM4 antagonist	CRFBP-R2 block	CHRM1 PAM	M4 ag	CHRM5 PAM	CHRM4 PAM	CRFR2-BP ag
CCCS(=O)(=O)c1nc(S(=O)(=O)c2ccc(C)cc2)c(N2CCOCC2)s1	-3	-5	4	-8	7	2	1	0	-0.4
Cc1cc(CNC(=O)COc2ccccc2)c2ccccc2n1	6	5	2	8	-4	10	-7	0	0.5
O=C(O)c1ccccc1SC1CC(=O)N(c2ccccc2)C1=O (stereo not drawn)	1	4	-15	-10	4	0	-2	1	0.7
Cc1nn(C)c(C(=O)Sc2ccccc2)c1[N+](=O)[O-]	-4	14	11	-3	5	0	-2	-6	-0.3
COc1ccc(N=Nc2ccc(CO)cc2)cc1	1	-3	-3	-7	4	3	0	-3	1.1
CCOc1ccc(CN2CCN(c3ncnc4scc(-c5ccccc5)c34)CC2)cc1	-4	5	-23	-8	-6	0	-8	2	12
CC(C)(C)c1cc(CNC2CS(=O)(=O)C[C@@H]2O)cc(C(C)(C)C)c1O (stereo partly drawn)	-4	4	8	-2	3	0	-3	-5	-0.4
CCN(c1ccccc1)S(=O)(=O)c1ccc(C(=O)Nc2ccncc2)cc1	3	0	-18	-4	8	12	-7	4	-0.1
CNc1nc(SCC(=O)OC)nc(N2CCOCC2)n1	2	-3	3	1	4	1	0	5	-1.3
CCCC(=O)Nc1ccc2oc(-c3cncc(Br)c3)nc2c1	0	2	-8	-6	7	1	-4	16	0.7
